Screening results as filed in PubChem.
Mot1-301 SUMO = SUMOylation pathway inhibition by Mot1-301 growth rescue; S. cerevisiae Mot1-301 growth rescue, ATP luminescence, 38.5C; percent above DMSO median, 100 means doubled; growth rescue, % at 18.8 µM; hit rate 1% among 320,000; AID 2716;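 active = every valid replicate shows activation above 250% relative to neutral control wells; inactive = the rest, any valid replicate at or below 250%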;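 also: OY570 slx delta 5 strain wells were the positive control but not used for scaling; some compounds called inactive have numbers as strong as hits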
Tat transport = blocks Tat-dependent protein export in E. coli; E. coli MC4100 TorA-mCherry Tat export, fluorescence; inhibition, % at 10 µM; hit rate 0.036% among 340,000;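 active = mean replicate inhibition at least 50% and at least half of replicates individually reaching 50%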;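 also: exported cargo escapes ClpAP degradation while cytoplasmic cargo is degraded and loses fluorescence; 0% = median of neutral control wells and 100% = median of NaSCN control wells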
PKA-R2B act = PKA-R2B complex activation. P22694+P31323. PKA-R2B holoenzyme dissociation, Cy5-IP20 fluorescence polarization; R2B truncated from residue 108, S112A mutant; 0% DMSO only, 100% 113 µM cGMP. activation, % at 11.4 µM. hit rate 0.079% among 340,000. AID 504700;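 active = activation above a cutoff set at the mean over all compounds plus 3 SD, cut at about 18% in these data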;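 also: higher means more holoenzyme dissociation and a rise in polarization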
Target sequence (P31323 whole entry, looked up, other chains not shown, the tested form may be a part): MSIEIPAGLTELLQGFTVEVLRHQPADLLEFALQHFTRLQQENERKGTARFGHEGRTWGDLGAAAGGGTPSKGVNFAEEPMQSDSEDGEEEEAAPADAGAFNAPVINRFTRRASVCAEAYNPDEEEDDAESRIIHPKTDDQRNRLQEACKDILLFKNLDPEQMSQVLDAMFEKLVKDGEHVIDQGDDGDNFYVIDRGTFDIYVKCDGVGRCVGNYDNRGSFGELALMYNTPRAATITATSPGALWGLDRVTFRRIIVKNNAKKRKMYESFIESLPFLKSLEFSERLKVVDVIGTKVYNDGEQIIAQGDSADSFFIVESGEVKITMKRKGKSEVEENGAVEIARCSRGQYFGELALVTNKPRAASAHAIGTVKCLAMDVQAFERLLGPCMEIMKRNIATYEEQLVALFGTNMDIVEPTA
PfHsp90 yeast 2 = growth inhibition of yeast expressing Plasmodium Hsp90 | S. cerevisiae expressing PfHsp90, BacTiter-Glo ATP, 48 h; yeast lacking PDR1 and PDR3 efflux regulators | inhibition, % at 9.4 µM | hit rate 0.32% among 310,000;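 active = every replicate shows inhibition above about 80%, whatever the replicate mean, limit read from the data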;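 also: 0% = DMSO neutral controls and 100% = 20 µM radicicol positive controls; yeast relying on Plasmodium falciparum Hsp90 in place of its own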
AddAB inh = less growth of phage-infected E. coli with AddAB | E. coli expressing H. pylori AddAB, absorbance growth | inhibition, % at 11.9 µM | hit rate 0.29% among 330,000 | AID 435030; in the data active = inhibition above about 12%;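 also: 0% = vehicle wells of infected cells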
phage Ecoli inh = E. coli growth loss with phage present; AID 651602; hit rate 0.26% among 360,000; inhibition, % at 11.9 µM; growth absorbance; in the data active = inhibition above about 11%
Ecoli viability = counter-screen for AddAB inhibitors: E. coli growth inhibition; AID 449728; E. coli V3065 growth, OD600 absorbance, 18 h; hit rate 0.27% among 330,000; inhibition, % at 11.9 µM;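 active = inhibition above the campaign's mean inhibition across all tested compounds plus 3 SD, cut at about 9.9% in these data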;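 also: uninfected addAB+ strain grown without phage in ampicillin broth; 0% = DMSO wells and 100% = ciprofloxacin 0.95 µg/ml wells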
HTR5A inv ctr = HTR5A inverse agonism, opioid heterodimer counter-screen | HTR5A cell line, luminescence | inhibition, % at 9.3 µM | hit rate 0.083% among 340,000; in the data active = inhibition mostly above about 23%, no sharp cut-off; inactive = mostly below about 18%;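 also: 0% = cells with DMSO and 100% = no-cell wells with DMSO; some compounds called inactive have numbers as strong as hits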
Target sequence (P47898 whole entry, looked up): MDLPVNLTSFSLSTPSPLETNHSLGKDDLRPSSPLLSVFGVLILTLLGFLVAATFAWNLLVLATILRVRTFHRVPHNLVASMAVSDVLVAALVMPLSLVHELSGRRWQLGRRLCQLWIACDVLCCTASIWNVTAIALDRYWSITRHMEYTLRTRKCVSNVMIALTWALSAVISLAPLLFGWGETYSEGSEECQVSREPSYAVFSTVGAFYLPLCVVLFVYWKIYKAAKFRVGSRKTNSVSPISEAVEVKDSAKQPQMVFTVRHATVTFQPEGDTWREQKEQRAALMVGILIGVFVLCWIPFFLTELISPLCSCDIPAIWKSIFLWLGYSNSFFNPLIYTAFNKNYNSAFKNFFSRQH
MOR-DOR ag = agonists of human mu-delta opioid receptor heterodimerization. P35372+P41143. cells, OPRM1-OPRD1 heterodimerization, luminescence. activation, % at 9.3 µM. hit rate 0.3% among 340,000. AID 504326; in the data active = activation above about 18%;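 also: 0% = vehicle-treated cells and 100% = reference agonist; values of inactives mirror those of a sister screen read the other way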
PKA-R1A activ = PKA-R1A complex activation; AID 504707; hit rate 0.083% among 340,000; activation, % at 11.4 µM; PKA-R1A dissociation, Cy5-IP20 fluorescence polarization; scaled: DMSO 0%, 113 µM cGMP 100%; P00514+P68181;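 active = percent activation above the mean of all tested compounds plus 3 SD, cut at about 19% in these data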;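 also: higher means more PKAc released from R1A so a rise in polarization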
MOR-DOR inv ag = mu-delta opioid heterodimer inverse agonism | P35372+P41143 | cell-based MOR-DOR heterodimer luminescence | hit rate 0.21% among 340,000 | inhibition, % at 9.3 µM; in the data active = inhibition above about 22%, passing the limit was not always enough;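 also: 0% = cells with DMSO and 100% = wells without cells with DMSO; values of inactives mirror those of a sister screen read the other way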
An asterisk follows results filed as active; nt = no result given.

Under each structure: Mot1-301 SUMO	Tat transport	PKA-R2B act	PfHsp90 yeast 2	AddAB inh	phage Ecoli inh	Ecoli viability	HTR5A inv ctr	MOR-DOR ag	PKA-R1A activ	MOR-DOR inv ag
COc1cc(/C=C(\NC(=O)c2ccccc2)C(=O)NCCO)c([N+](=O)[O-])cc1OC
    -26	-5	-1	-10	1.7	2.9	-3.1	-5	-2.0	-14	11
O=C(CSc1ncccn1)NC1CCS(=O)(=O)C1 (stereo unspecified)
    -11	-2	-4	nt	-0.7	2.0	-0.2	8	-2.9	3	15
CCOC(=O)CSc1ccc2nnc(-c3ccccc3)n2n1
    8	10	9	28	-0.6	0.5	-1.0	-8	-1.2	6	6
CCN(CC)S(=O)(=O)c1ccc(OCC(=O)NC(=O)c2ccccc2OC)c([N+](=O)[O-])c1
    -7	-8	3	21	2.1	2.6	0.8	-13	2.5	-6	-13
N#C/C(=C\c1cccc(NC(=O)c2ccccc2Cl)c1)C(=O)NCCc1ccccc1
    12	1	-6	-121	1.9	4.3	-1.7	-5	2.1	-16	-11
COc1ccccc1-n1c(SCC(=O)Nc2ccc(NC(C)=O)cc2)nc2c([nH]c3ccccc32)c1=O
    -21	-4	-3	7	-0.2	2.8	-1.0	-8	-3.6	-3	19
CC(C)c1nc2cc(C(=O)N(C)Cc3ccc(F)cc3)ccc2o1
    31	-1	-13	6	0.9	1.2	1.1	4	0.3	-7	-2
CC(C)Oc1ccc(C(CC(=O)O)NC(=O)C(Sc2ccccc2)c2ccccc2)cc1 (stereo unspecified)
    -7	6	nt	13	0.9	5.4	-0.8	nt	nt	nt	nt
CC(C)CCNC(=O)C1(O)c2ccccc2NC(=O)N1c1ccc(Cl)cc1 (stereo unspecified)
    -1	7	1	-2	2.6	1.4	3.3	-21	-2.1	8	10
COc1ccc(NC(=O)C2CCCN(S(=O)(=O)c3cccc4nonc34)C2)cc1OC (stereo unspecified)
    -10	-9	-1	6	4.3	3.7	1.7	5	-1.1	9	5
O=C(CN(C(=O)CCC(=O)Nc1nccs1)c1ccc(F)cc1)NCc1ccc2c(c1)OCO2
    9	3	18*	-8	1.7	0.2	1.8	3	-2.3	12	12
Cc1ccc(NS(=O)(=O)c2ccc3c(c2)oc(=O)n3C)c(C)c1
    -9	-13	-7	-9	nt	1.2	nt	8	-1.8	-2	9
O=C(O)C1SCCN1S(=O)(=O)c1ccc(N=NN2CCOCC2)cc1 (stereo unspecified)
    0	5	1	-3	0.0	4.0	-0.4	-8	-0.5	-3	3
CN1CCN(c2ccc(NC(=O)c3ccccc3)cc2)CC1
    2	-2	1	-4	3.0	2.5	0.5	-2	-1.0	3	4
c1ccc(-c2nnc3sc(-c4cc5ccccc5o4)nn23)cc1
    -2	-4	12	2	0.9	0.5	-1.7	-10	0.2	8	-1
CC(C)C(=O)NC(CC(=O)O)c1ccccc1 (stereo unspecified)
    3	-2	-5	-4	4.1	4.3	1.0	0	-2.7	-6	14
CC1CC1C(=O)N(C)CC(=O)Nc1cccc(F)c1 (stereo unspecified)
    -4	1	-11	nt	0.0	4.6	-0.8	10	-1.0	1	5
O=C(NCc1ccccn1)C1CCN(S(=O)(=O)c2cnc[nH]2)CC1
    -6	0	0	15	3.6	2.2	1.5	-30	-1.0	-3	6
COC(=O)C1=C(N)Oc2cc(C)n(CCCn3ccnc3)c(=O)c2C1c1cccc(Cl)c1 (stereo unspecified)
    150	0	-9	0	-1.8	-1.3	-0.1	-3	-2.2	-12	13
COc1ccc(N(C)S(=O)(=O)c2cccc(C(=O)NC3CCCCC3C)c2)cc1 (stereo unspecified)
    1	-19	11	-3	3.5	3.2	1.5	-8	1.1	-3	-5
Cc1ccc(CSCC(=O)NCc2cccnc2)cc1
    20	-15	4	32	3.0	2.0	2.2	-5	1.0	-4	-6
NC(=O)CSc1nnc(-c2ccncc2)n1CCc1ccccc1
    -1	-10	-12	nt	3.3	2.7	1.8	-18	0.0	-12	0
Cc1cc(C(=O)NC2CCCc3c2cnn3-c2ccc(C)c(C)c2)nc(C)n1 (stereo unspecified)
    17	6	3	0	0.4	1.0	0.8	15	-0.4	-2	2
NS(=O)(=O)c1ccc(NC(=O)C(=O)NCCC(=O)O)cc1
    -8	-19	8	4	0.3	0.1	-0.3	-6	-1.1	0	6
COc1ccc(OC)c(S(=O)(=O)Nc2ccc(Oc3ccccc3)cc2)c1
    -11	9	-5	nt	0.2	3.6	1.1	-8	3.6	-6	-19
COc1cc(N=C(N)N=C(N)N)cc(OC)c1
    19	-4	-9	-13	-0.1	-0.1	-0.3	1	-1.2	0	6
Cc1ccc(C(=O)O/N=C2/CC3CCC2(C)[C@@]3(C)CBr)cc1 (stereo partly specified)
    2	8	-6	-4	0.1	1.3	-0.9	8	12	-3	-58
O=c1cc(C(F)(F)F)nc(-c2cccnc2)[nH]1
    8	-11	-6	8	-0.2	2.7	-1.1	11	-0.8	7	6
O=C(Nc1ccc2c(c1)OCCO2)C1CCCN1S(=O)(=O)c1ccc(Cl)cc1 (stereo unspecified)
    -20	-4	6	7	-3.4	1.9	-2.4	-10	-1.2	-9	7
COc1cccc2cc(S(=O)(=O)c3ccccc3)c(=Nc3ccc4c(c3)OCCO4)oc12
    -25	-4	-9	-7	0.5	4.5	1.0	1	-1.3	-5	7
COc1cccc2cc(-c3ccccc3)c(=O)oc12
    88	-5	7	7	2.4	5.6	-0.8	0	2.8	-6	-14
Cc1ccc(Cn2nnc3c(=O)n(CC(=O)N4CCN(c5ccccc5)CC4)cnc32)cc1
    -6	3	-7	16	0.8	3.5	-0.9	-10	-0.8	-5	4
CSCC[C@H](NC(=O)[C@@H]1Cc2ccccc2CN1)C(=O)Nc1cccc(C)c1
    -5	7	-4	3	6.2	-0.6	0.9	-27	-2.4	1	13
COc1cc2cc(CN(CCN3CCCC3)C(=O)Nc3ccc(F)cc3)c(=O)[nH]c2cc1OC
    6	0	-6	-26	0.8	2.7	0.1	-32	-0.8	-3	4
COc1cc(OC)cc(C(=O)NCCSc2c[nH]c3ccccc23)c1
    nt	-8	-9	-10	1.8	-1.1	0.9	-16	-0.7	-2	4
Oc1ccc(-c2onc3ccc(Cl)cc23)cc1
    7	-12	-11	-11	3.8	4.6	1.3	-7	0.8	-10	-5
CC(=O)c1c(C)[nH]c(C(=O)OCC(=O)Nc2ncc(Cl)c(C)c2Cl)c1C
    -1	-6	-9	-2	2.8	0.9	-3.6	-15	-0.8	2	4
CCOC(=O)c1c(C)[nH]c(C(=O)COC(=O)CNS(=O)(=O)c2ccc(C)cc2)c1C
    116	-16	-5	-22	0.5	0.8	0.9	4	3.6	-1	-14
CN(C)CCNc1cnn(-c2ccccc2)c(=O)c1Cl
    -7	0	1	14	2.4	2.3	-0.5	24	-3.6	-15	19
Cc1ccc(NC(=O)Cn2cnc3c(NCc4ccccc4)ncnc32)cc1C
    nt	-6	-2	-14	-0.9	3.0	2.5	nt	nt	0	nt

Seven compounds picked at random from those above, as already listed:
Under each structure: Mot1-301 SUMO	Tat transport	PKA-R2B act	PfHsp90 yeast 2	AddAB inh	phage Ecoli inh	Ecoli viability	HTR5A inv ctr	MOR-DOR ag	PKA-R1A activ	MOR-DOR inv ag
Oc1ccc(-c2onc3ccc(Cl)cc23)cc1
    7	-12	-11	-11	3.8	4.6	1.3	-7	0.8	-10	-5
CCOC(=O)c1c(C)[nH]c(C(=O)COC(=O)CNS(=O)(=O)c2ccc(C)cc2)c1C
    116	-16	-5	-22	0.5	0.8	0.9	4	3.6	-1	-14
COc1cccc2cc(-c3ccccc3)c(=O)oc12
    88	-5	7	7	2.4	5.6	-0.8	0	2.8	-6	-14
CC(=O)c1c(C)[nH]c(C(=O)OCC(=O)Nc2ncc(Cl)c(C)c2Cl)c1C
    -1	-6	-9	-2	2.8	0.9	-3.6	-15	-0.8	2	4
Cc1ccc(Cn2nnc3c(=O)n(CC(=O)N4CCN(c5ccccc5)CC4)cnc32)cc1
    -6	3	-7	16	0.8	3.5	-0.9	-10	-0.8	-5	4
COc1cc2cc(CN(CCN3CCCC3)C(=O)Nc3ccc(F)cc3)c(=O)[nH]c2cc1OC
    6	0	-6	-26	0.8	2.7	0.1	-32	-0.8	-3	4
COc1cc(OC)cc(C(=O)NCCSc2c[nH]c3ccccc23)c1
    nt	-8	-9	-10	1.8	-1.1	0.9	-16	-0.7	-2	4
